IDE inh = cellular human IDE inhibition | HEK cells, FAbetaB cleavage, fluorescence polarization | inhibition, % at 5.59 µM | 0.41% of 320,000 active;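 active = percent inhibition above the average of all tested compounds plus 3 SD, set per screening campaign, cut at about 16% in these data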;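 note: IDE supplied by intact live HEK cells; FP after avidin binding of uncleaved biotin substrate so inhibition keeps polarization high; 0% = DMSO wells and 100% = 60 µM reference IDE inhibitor Ii1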
GPR7 antag = blocks human GPR7 receptor signaling; 1.1% of 290,000 active; AID 1861; GPR7-expressing cells, fluorescence antagonist assay; inhibition, % at 4.4 µM; in the data active = inhibition above about 16%, passing the limit was not always enough;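 note: cells stimulated with the agonist NPW; 0% = agonist with vehicle and 100% = vehicle without agonist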
Target sequence (P48145 whole entry, looked up): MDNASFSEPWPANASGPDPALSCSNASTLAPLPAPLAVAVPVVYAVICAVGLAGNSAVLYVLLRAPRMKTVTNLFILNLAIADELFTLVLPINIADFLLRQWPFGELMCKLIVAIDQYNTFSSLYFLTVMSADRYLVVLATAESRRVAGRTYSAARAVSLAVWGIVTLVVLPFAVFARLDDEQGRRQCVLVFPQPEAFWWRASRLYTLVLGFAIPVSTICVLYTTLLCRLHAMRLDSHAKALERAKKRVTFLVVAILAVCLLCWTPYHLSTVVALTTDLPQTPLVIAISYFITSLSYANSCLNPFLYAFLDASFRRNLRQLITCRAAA
PHOSPHO1 inh = inhibitors of human PHOSPHO1 phosphatase; Q8TCT1; recombinant PHOSPHO1, absorbance phosphatase assay; inhibition, % at 13.3 µM; 1.1% of 290,000 active; in the data active = inhibition above about 60%
Target sequence (Q8TCT1 whole entry, looked up): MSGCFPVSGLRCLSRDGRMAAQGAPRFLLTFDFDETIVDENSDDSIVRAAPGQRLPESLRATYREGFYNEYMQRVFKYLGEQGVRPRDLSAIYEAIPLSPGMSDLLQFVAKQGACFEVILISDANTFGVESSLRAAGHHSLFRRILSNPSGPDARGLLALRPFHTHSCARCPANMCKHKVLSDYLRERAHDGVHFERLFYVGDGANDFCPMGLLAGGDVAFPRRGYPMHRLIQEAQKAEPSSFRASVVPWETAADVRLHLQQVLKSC
M18AAP inhibitor = PfM18AAP enzyme inhibition; 1.2% of 290,000 active; recombinant PfM18AAP, H-Glu-NHMec fluorogenic cleavage; inhibition, % at 7.35 µM;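 active = inhibition above the campaign mean inhibition over all tested compounds plus 3 SD, cut at about 28% in these data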;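 note: 0% = plate median of test compound wells and 100% = 2 mM ZnCl2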
IMP-1 inhibitor = inhibitors of Pseudomonas aeruginosa IMP-1 metallo-beta-lactamase; 0.45% of 290,000 active; inhibition, % at 5.6 µM; purified IMP-1, nitrocefin hydrolysis, epi-absorbance fluorescence;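 active = inhibition above the mean plus 3 SD of all compounds in the same screening run, cut at about 4.5% in these data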;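 note: 0% = IMP-1 with DMSO and 100% = DMSO wells lacking enzyme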
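Assay system: purified IMP-1; Quantity: IMP-1 0.2 nM before substrate addition; Medium: HEPES buffer pH 7.1 with ZnSO4 and Brij 35; Incubation: 15 min enzyme–compound preincubation, then 25 min nitrocefin reaction, 25 °C; Signal: fluorescence quenching readout, ex 480/em 530 nm; Controls: DMSO with and without IMP-1; Repeats: singlicate testing.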
IDE act = activators of human insulin-degrading enzyme in cells | P14735 | HEK cells, FAbeta-B cleavage, fluorescence polarization; 0% vehicle, 100% cell-free pure enzyme wells | activation, % at 5.96 µM | 0.073% of 340,000 active;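 active = activation above the mean of all tested compounds plus 3 SD, set per screening campaign, cut at about 17% in these data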
VIM-2 inhibitor = blocks Pseudomonas aeruginosa VIM-2 metallo-beta-lactamase. purified VIM-2, nitrocefin hydrolysis, epi-absorbance fluorescence. inhibition, % at 5.6 µM. 0.89% of 290,000 active. AID 1527;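 active = inhibition above the mean of all tested compounds plus 3 SD, cutoff set per screening run, cut at about 7.5% in these data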;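 note: red hydrolysis product quenches plate fluorescence so inhibitors raise well fluorescence; 0% = enzyme with DMSO and 100% = DMSO without enzyme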
NALP1 yeast inh = blocks the NALP1 inflammasome reconstituted in yeast; S. cerevisiae NALP1/ASC/caspase-1 growth, X-gal OD620, 72 h; 0.61% of 280,000 active; inhibition, % at 10 µM; in the data active = inhibition mostly above about 24%, no sharp cut-off; inactive = mostly below about 32%; note: some compounds called inactive have numbers as strong as hits
pCIP destab = lowers stability of the mouse p/CIP coactivator protein; F442A p/CIP-EGFP cells, EGFP fluorescence, 16 h; decrease of EGFP signal, % at 10 µM; 0.01% of 290,000 active;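 active = EGFP signal decrease of at least 30% at 10 µM or well 3 SD below plate mean, unless failing retest; inactive = the rest, including hits failing retest or dose response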; note: some compounds called inactive have numbers as strong as hits; many of its hits are not listed in these tables
An asterisk follows results filed as active; . = not tested or not shown.

A first look:
SMILES | IDE inh | GPR7 antag | PHOSPHO1 inh | M18AAP inhibitor | IMP-1 inhibitor | IDE act | VIM-2 inhibitor | NALP1 yeast inh | pCIP destab
COc1ccc(C(CNC(=O)COc2ccc(Br)cc2F)N2CCCC2)cc1 (centres undefined) | 0 | 6 | -22 | -11 | -0.6 | 1 | -0.9 | -4 | 0
C#CCOCCOCCOCCNc1nc(N2CCN(C(=O)[C@H]([C@@H](C)CC)n3cc(CCCN=C(N)N)nn3)CC2)nc(N2CCN(C(=O)[C@H](CCCCN)n3cc(CCCC)nn3)CC2)n1 | 6 | -4 | -9 | -6 | -1.9 | 8 | -0.1 | 12 | 3
Cn1ccc(C(=O)NC(=S)N2CCSCC2)n1 | 7 | -9 | 42 | -8 | -3.5 | 2 | -4.7 | 18 | -20
Cc1cccc(Cc2nnc(NC(=O)c3cccc(S(=O)(=O)N4CCOCC4)c3)s2)c1 | 2 | -4 | 13 | -5 | -1.7 | 6 | -1.0 | 0 | -15
COCC1CCN(Cc2nc(-c3ccc4c(c3)OCO4)no2)C1 (centres undefined) | -5 | -3 | 52 | -7 | -3.2 | -5 | -2.9 | -1 | -15
O=C(NCCc1cn2ccccc2n1)c1cc(COc2ccc3ncccc3c2)on1 | 0 | -8 | 35 | 2 | -3.0 | -6 | 6.1 | 9 | -27
O=C(NCc1ccc(Cl)cc1)c1ccc(Br)o1 | 3 | -2 | 3 | -4 | -1.0 | 5 | -3.0 | 18 | 7
CC(C)OCCCNC(=O)C(NS(=O)(=O)c1ccc2c(c1)c(=O)n(C)c(=O)n2C)c1ccccc1 (centres undefined) | -6 | -17 | 6 | 2 | -1.7 | . | -2.1 | 11 | -8

The listing, previewed entries included:
SMILES | IDE inh | GPR7 antag | PHOSPHO1 inh | M18AAP inhibitor | IMP-1 inhibitor | IDE act | VIM-2 inhibitor | NALP1 yeast inh | pCIP destab
COc1ccc(C(CNC(=O)COc2ccc(Br)cc2F)N2CCCC2)cc1 (centres undefined) | 0 | 6 | -22 | -11 | -0.6 | 1 | -0.9 | -4 | 0
C#CCOCCOCCOCCNc1nc(N2CCN(C(=O)[C@H]([C@@H](C)CC)n3cc(CCCN=C(N)N)nn3)CC2)nc(N2CCN(C(=O)[C@H](CCCCN)n3cc(CCCC)nn3)CC2)n1 | 6 | -4 | -9 | -6 | -1.9 | 8 | -0.1 | 12 | 3
Cn1ccc(C(=O)NC(=S)N2CCSCC2)n1 | 7 | -9 | 42 | -8 | -3.5 | 2 | -4.7 | 18 | -20
Cc1cccc(Cc2nnc(NC(=O)c3cccc(S(=O)(=O)N4CCOCC4)c3)s2)c1 | 2 | -4 | 13 | -5 | -1.7 | 6 | -1.0 | 0 | -15
COCC1CCN(Cc2nc(-c3ccc4c(c3)OCO4)no2)C1 (centres undefined) | -5 | -3 | 52 | -7 | -3.2 | -5 | -2.9 | -1 | -15
O=C(NCCc1cn2ccccc2n1)c1cc(COc2ccc3ncccc3c2)on1 | 0 | -8 | 35 | 2 | -3.0 | -6 | 6.1 | 9 | -27
O=C(NCc1ccc(Cl)cc1)c1ccc(Br)o1 | 3 | -2 | 3 | -4 | -1.0 | 5 | -3.0 | 18 | 7
CC(C)OCCCNC(=O)C(NS(=O)(=O)c1ccc2c(c1)c(=O)n(C)c(=O)n2C)c1ccccc1 (centres undefined) | -6 | -17 | 6 | 2 | -1.7 | . | -2.1 | 11 | -8
CC(C)(C)C(=O)N(CCN(C(=O)C(C)(C)C)c1ccccc1)c1ccccc1 | -1 | -3 | 12 | -2 | -1.4 | -6 | -3.2 | -1 | -5
Cc1ccc2nc(-c3ccccn3)c(Nc3ccccc3C)n2c1 | 0 | -6 | -12 | 2 | -3.8 | 3 | -3.4 | 7 | -6
Nc1nnc(-c2cc3ccccc3oc2=O)s1 | 2 | -8 | -4 | 2 | -4.6 | 7 | -0.7 | -16 | -2
COc1ccc(C2C(C(=O)c3cccs3)=C(O)C(=O)N2c2nncs2)cc1 (centres undefined) | 2 | -9 | 71* | 19 | -2.4 | 6 | 5.2 | 3 | -8
CC1(C)C(c2cccs2)=[N+]([O-])C2(CCCCC/C2=N\NC(N)=S)N1O (centres undefined) | 0 | 4 | 6 | -8 | -2.0 | 6 | -3.9 | 25 | -1
COC(=O)c1ccc(-c2noc(CN3CCCCC3c3nccn3C)n2)cc1 (centres undefined) | -2 | 14 | 44 | 4 | -2.8 | 6 | -2.3 | -6 | -8
C=CCn1c(NC(=O)c2ccc(C)cc2)c(C#N)sc1=N | 6 | -18 | 96* | -7 | -4.6 | 0 | -0.7 | -9 | -15
Cn1c2c(c(=O)n(C)c1=O)C(CC(=O)Nc1ccc(F)cc1)C(=O)N2 (centres undefined) | 7 | -9 | -12 | 1 | -2.1 | -3 | -1.9 | -13 | -6
CSc1nsc(SC)c1NC(=O)OCc1ccccc1 | 9 | -11 | -14 | 3 | -1.0 | -6 | -0.5 | 4 | -13
O=C1C(=C(c2ccccc2)c2ccccc2)Nc2ccccc21 | -2 | -2 | -6 | -10 | 0.5 | 5 | -2.2 | 7 | -9
COC(=O)c1cc(S(=O)(=O)NC2CCC(C)CC2)cn1C (centres undefined) | 2 | 3 | 64* | 2 | -4.5 | 2 | -1.1 | 19 | 0
CN(CC(=O)Nc1ccccc1)CC(=O)Nc1ccccc1Cl | 5 | -2 | -33 | 1 | -3.6 | -2 | -3.9 | 12 | -9
CC(C)OC(=O)CN1C(=O)C(C)(C)Oc2ccc(C(=O)NC3CC3)cc21 | -2 | -7 | 7 | 5 | -2.8 | 4 | -3.4 | -9 | -9
COCC(=O)N(Cc1ccc(OC)cc1)Cc1nc2ccccc2c(=O)[nH]1 | 5 | 17 | 11 | -4 | -0.4 | -4 | -2.7 | 25 | -1
CCCN1CNC(=S)N(CCc2ccccc2)C1 | -1 | -6 | -18 | 0 | -2.3 | 10 | -1.4 | 23 | 3
O=C(CSc1nc(O)c(Cc2ccccc2F)c(=O)[nH]1)N1CCCCCC1 | -1 | -15 | 25 | 4 | 0.3 | 5 | 1.5 | 0 | 3
CN(C)S(=O)(=O)c1ccc(C(=O)N2CCOCC2)cc1 | -6 | -4 | 13 | 7 | -0.5 | -3 | -2.3 | -3 | -1
(next part)
SMILES | IDE inh | GPR7 antag | PHOSPHO1 inh | M18AAP inhibitor | IMP-1 inhibitor | IDE act | VIM-2 inhibitor | NALP1 yeast inh | pCIP destab
O=C(CSc1nc(N2CCCCC2)nc(N2CCCCC2)n1)c1ccccc1 | 6 | -13 | 46 | 7 | -3.1 | 5 | -1.1 | 11 | 8
Cc1ccc(C(=O)N2NC(c3ccc(F)cc3)C3C(=O)N(c4ccc(C)cc4)C(=O)C32)cc1 (centres undefined) | 2 | -2 | -1 | 1 | -2.6 | -5 | -2.2 | 31 | -2
COC(=O)Cc1ccc(NC(=O)C(c2ccccc2)c2ccccc2)cc1 | -1 | 3 | -4 | 3 | 0.3 | 6 | -2.8 | 5 | 3
O=C1/C(=C\c2ccc(O)c(O)c2)SC(=S)N1Cc1ccccc1 | . | 24 | 39 | 48* | 1.2 | -77 | -0.9 | 36 | -265
CCc1ccc(-c2cc(C)no2)cc1S(=O)(=O)NCc1ccc(OC)c(OC)c1 | -6 | 1 | 44 | -2 | -2.9 | 5 | -1.9 | -25 | -9
O=C1c2ccc3c4c(ccc(c24)C(=O)N1c1cccc(O)c1)CC3 | -4 | -4 | 32 | 5 | -4.8 | 7 | -5.1 | 4 | -2
Cc1ccc(NC(=O)c2cc(S(=O)(=O)N3CCCCC3)cs2)cc1 | 2 | 1 | -3 | -5 | -2.7 | 4 | 1.5 | 10 | -8
O=C(COC(=O)c1cnccn1)c1ccc(Cl)cc1 | 6 | -6 | -7 | 3 | -1.1 | 0 | -0.6 | 12 | 6
COc1ccc(OCc2nnc(SCC(=O)N3C(C)CCCC3C)o2)cc1 (centres undefined) | -1 | 1 | 41 | 2 | -1.3 | 1 | -2.2 | 14 | -23
CCOc1cc(N2CCOCC2)c(OCC)cc1NC(=O)c1c(-c2ccccc2Cl)noc1C | -4 | -15 | 44 | -1 | -1.4 | 6 | 0.8 | -13 | -2
Cc1c(C(=O)CN2CCOCC2)[nH]c2ccccc12 | 2 | 0 | 4 | 10 | -4.1 | -1 | -2.8 | 9 | -10
COc1ccccc1NC(=O)c1ccc(CN(c2cc(Cl)ccc2C)S(=O)(=O)c2ccccc2)cc1 | -2 | -4 | 21 | -7 | -4.3 | 2 | -2.5 | 10 | -6
CCCS(=O)(=O)c1c(S(=O)(=O)CCC)c2c3ccccc3ccn2c1C(N)=O | -6 | -10 | -36 | -3 | -1.4 | 2 | 2.5 | -1 | 3
COCCCNC(=O)c1ccc(Cn2c(=O)c3ccccc3n(Cc3ccc(C)cc3)c2=O)cc1 | 5 | -5 | 17 | 12 | -0.2 | 7 | -3.3 | 10 | -9
COc1cccc(-n2c(=O)c3cc(OC)c(OC)cc3n(CC(=O)Nc3cc(C)[nH]n3)c2=O)c1 | -3 | -4 | -15 | -10 | -3.2 | 0 | -2.5 | -33 | -8
Cc1ccc2cccc(OCC(=O)Nc3ccc(N4CCOCC4)cc3)c2n1 | 7 | -4 | 20 | 0 | -4.7 | -2 | -2.8 | 2 | -15
Cc1ccc(S(=O)(=O)N2CCC(Oc3cccc(C(F)(F)F)c3)CC2)cc1 | -4 | 18 | 33 | 1 | -3.5 | 0 | -2.5 | -2 | -11
Fc1ccc(C[n+]2csc3ccccc32)cc1 | 7 | 17 | 32 | 36* | -2.0 | -36 | -3.8 | -5 | -12
N#C/C(=C(/O)CN1CCOCC1)c1nc2ccccc2s1 | 12 | 11 | -18 | -1 | -1.2 | 2 | 0.1 | 0 | -1
COc1ccc(NC(=O)C2CCCN2c2ccc(OC)c(OC)c2)cc1OC (centres undefined) | 6 | -4 | 7 | 0 | -2.5 | -4 | 0.2 | 17 | -5
COc1cc(/C=N/N=C(\N)c2nonc2N)cc(OC)c1O | -5 | 0 | 8 | 25 | -3.1 | 1 | -1.4 | . | 10
COc1ccc(C(=O)C2CCCN(Cc3cnc(N4CCOCC4)s3)C2)cc1F (centres undefined) | -3 | -4 | 22 | 6 | -1.8 | 1 | -1.3 | . | 10
Cc1nnc(SCc2ccc(Cl)cc2)n1CC1CCCO1 (centres undefined) | -4 | -7 | 24 | -3 | -2.0 | 9 | -1.8 | 12 | 4
COc1ccc(NC(=O)Nc2ccccc2)cc1S(=O)(=O)N1CCCCC1 | 5 | 1 | 8 | 3 | -0.3 | 2 | -2.3 | -4 | -19
Cc1cc(C)c2sc(N)nc2c1 | 12 | -14 | 1 | -2 | -1.1 | -14 | -1.6 | 4 | 2
COc1cc2c(cc1NCc1ccccn1)oc1ccccc12 | 3 | 2 | 2 | 5 | -1.9 | 1 | -0.7 | -58 | -8
CCc1cccc2c(C(=O)COC(=O)c3cccc(S(=O)(=O)N(C)C4CCCCC4)c3)c[nH]c12 | 8 | -11 | 0 | 10 | -3.7 | -1 | -2.5 | 26 | -4
CC(C)(C)c1ccc(COn2c(=O)c(-c3ccco3)[n+]([O-])c3ccccc32)cc1 | 9 | 1 | 22 | 2 | -1.6 | -1 | -5.8 | 46 | 2

Source: PubChem BioAssay (several laboratories)
